D1 agonist = activates the human D1 dopamine receptor. P21728. hit rate 1% among 360,000. HEK293 T-REx D1 cells, calcium flux, agonist mode. AID 504660. activation, % at 2 µM; in the data active = activation above about 30%; also: 0% is about no effect
Target sequence (P21728 whole entry, looked up): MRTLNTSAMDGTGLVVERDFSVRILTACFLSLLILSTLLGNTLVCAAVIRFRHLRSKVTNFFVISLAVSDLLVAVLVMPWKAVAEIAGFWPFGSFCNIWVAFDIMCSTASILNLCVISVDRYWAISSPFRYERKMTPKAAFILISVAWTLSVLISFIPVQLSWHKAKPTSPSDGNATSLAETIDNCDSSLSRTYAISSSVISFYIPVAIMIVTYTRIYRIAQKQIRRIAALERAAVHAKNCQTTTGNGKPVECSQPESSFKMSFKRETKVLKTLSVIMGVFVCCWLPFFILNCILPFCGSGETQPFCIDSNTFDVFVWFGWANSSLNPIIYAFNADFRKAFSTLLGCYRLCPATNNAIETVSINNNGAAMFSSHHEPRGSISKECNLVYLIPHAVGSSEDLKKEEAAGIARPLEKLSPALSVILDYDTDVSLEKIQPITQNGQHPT
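Inducible HEK293 T-REx D1 cells, force-coupled to calcium signalling, were plated at 4000 cells/well with tetracycline and held overnight at 30 C. After no-wash calcium dye loading, compound-evoked calcium rise over 180 s flagged agonists.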
LDHA block = LDHA (human) enzyme inhibition. AID 1347041. P00338. purified LDHA, NADH/diaphorase-resazurin fluorescence; hits give low values. activity change, % (values are at about 110 or 230 µM). hit rate 0.15% among 480,000; in the data active = activity change below about -30%; inconclusive = mostly about -25% to -30%;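 also: plate controls were DMSO wells for no effect and wells without enzyme for full effect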
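Enzyme activity of human lactate dehydrogenase 5 (2 nM; 0.06 mM NADH, 0.2 mM pyruvate, 5 min, RT) is measured via a resazurin/diaphorase fluorescence readout of residual NADH.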
RXFP1 agonist = RXFP1 (human) receptor agonism. Q9HBX9. HEK293T-RXFP1 cAMP TR-FRET, 30 min; response scale: percent of porcine relaxin response, buffer zero. Potency, µM (highest dose often 57.5 µM), without a hit: at the highest dose activation, most hits filed as activators. hit rate 0.3% among 370,000. AID 2676; also: potency is read from the fitted curve at half-maximal effect; % is scaled to controls: 0 for no effect and ±100 for the full control effect; nearly all actives have a fitted effect of over 60% in size; many of its hits are not listed in these tables
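cAMP rise read by TR-FRET after 30 min, 37C compound exposure (up to 58 uM) in RXFP1-transfected HEK293 cells with Ro 20174 present. EC50 from Hill-equation fits, with 29 nM porcine relaxin as 100% and buffer as basal.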
Glioma ERSR ind = induces the endoplasmic reticulum stress response in human glioma cells; U87-MG GRP78 promoter luciferase reporter, 16 h; Potency, µM, for the others: top-dose activation, most hits filed as activators; hit rate 0.02% among 420,000; AID 602332; also: potency is read from the fitted curve at half-maximal effect; series mostly up to about 76 µM; % of control where 0% means no effect; nearly all actives have a fitted effect of over 35% in size
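Stably transfected U87-MG glioma cells carrying a GRP78-based luciferase sensor; 16 h compound incubation. Luminescence end-point read 10 min after Bright-Glo addition at room temperature.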
D1 antagonist = human D1 dopamine receptor antagonism; P21728; HEK293 TREx D1 cells, calcium flux, dopamine EC80; hits give low values; activity change, negative = inhibition, % at 10 µM; hit rate 3.2% among 360,000; in the data active = activity change below about -30%; also: % is scaled to controls: 0 for no effect and ±100 for the full control effect
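Using tetracycline-induced force-coupled D1 Hek293 cells and a calcium dye, signals were followed for 180 s after compound, then for 180 s after EC80 dopamine, to detect inhibitors.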
D1 potentiator = enhances dopamine response at the human D1 receptor | potentiation, % at 10 µM | HEK293 TREx D1 cells, calcium flux, dopamine EC20 potentiation | AID 504651 | hit rate 0.036% among 360,000; in the data active = potentiation above about 30%; also: 0% is about no effect
D2 potentiator = positive allosteric modulators of human D2 dopamine receptor. HEK293 T-REx D2, calcium flux, EC20 dopamine potentiation. potentiation, % at 10 µM. hit rate 0.34% among 340,000. AID 485347;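 active = potentiation over 3 SD above the plate norm, cut at about 30% in these data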; also: 0% is about no effect
Target sequence (P14416 whole entry, looked up): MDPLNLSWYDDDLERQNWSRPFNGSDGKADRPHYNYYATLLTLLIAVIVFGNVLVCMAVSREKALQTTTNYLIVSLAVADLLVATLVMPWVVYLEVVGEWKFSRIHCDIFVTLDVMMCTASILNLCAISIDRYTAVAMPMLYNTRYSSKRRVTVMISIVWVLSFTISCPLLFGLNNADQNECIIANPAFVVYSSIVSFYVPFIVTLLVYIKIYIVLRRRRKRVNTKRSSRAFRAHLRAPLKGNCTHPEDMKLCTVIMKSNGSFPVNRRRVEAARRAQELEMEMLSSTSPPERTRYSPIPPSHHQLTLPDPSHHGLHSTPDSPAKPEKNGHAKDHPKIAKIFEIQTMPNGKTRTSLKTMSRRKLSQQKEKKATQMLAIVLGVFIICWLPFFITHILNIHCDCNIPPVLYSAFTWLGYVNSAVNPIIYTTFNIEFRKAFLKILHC
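Primary screen. Calcium kinetics in induced HEK293 T-REx D2 cells: compound pre-addition 180 s, EC20 dopamine, 180 s more.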
Vif-A3F inh = Vif-A3F binding inhibition; hit rate 0.2% among 390,000; HeLa A3F-eYFP + Vif (tagged APOBEC3F with the HIV-1 protein that degrades it), YFP fluorescence increase; Potency, µM (titrated, usually from 46.1 µM), inactives show top-dose activity, negative = active; also: potency is read from the fitted curve at half-maximal effect; % of control where 0% means no effect; nearly all actives have a fitted effect of over 65% in size
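HeLa cells stably expressing A3F-eYFP plus Vif, plated and incubated overnight at 37 deg C, then exposed to compounds overnight at 37 deg C. Blocked degradation read as raised yellow fluorescence (Ex 488/Em 500-530).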
Vif-APOBEC3G blk = inhibitors of Vif-APOBEC3G interaction. Potency, µM (top dose mostly 46.1 µM), for the others: top-dose activity, negative = active, usual class: inhibitors. hit rate 0.076% among 410,000. HeLa A3G-eYFP + Vif (tagged APOBEC3G with the HIV-1 protein that degrades it), YFP fluorescence, overnight. Q9HC16;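 also: potency is read from the fitted curve at half-maximal effect; % is scaled to controls: 0 for no effect and ±100 for the full control effect; nearly all actives have a fitted effect of over 60% in size; hits raise eYFP signal because A3G escapes Vif-driven loss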
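HeLa cells stably expressing Vif and C-terminally eYFP-tagged A3G, seeded overnight at 37 deg C, then exposed to compound by pintool overnight at 37 deg C. Rise in yellow fluorescence (Ex 488/Em 500-530, Acumen) marks blocked Vif-driven A3G degradation.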
The depositor's hits bear a star; u = inconclusive; x = no result given; & = joins results of further samples. Unless noted, calls follow the shape of the dose curve; as a rule, active = well fitted curve in the direction sought with a large enough effect; inconclusive = small, poorly fitted or top-dose-only effect, or another doubt; inactive = no such curve, though single readings can be large; an effect the other way counts as inactive or inconclusive. An excerpt; the hit share may differ from the screen's.

SMILES	D1 agonist	LDHA block	RXFP1 agonist	Glioma ERSR ind	D1 antagonist	D1 potentiator	D2 potentiator	Vif-A3F inh	Vif-APOBEC3G blk
Cc1cccc(C(=O)NNC(=O)c2ccc(O)cc2)c1	3	-6	-0.1%	-4%	-5	6	1	-4%	0%
CCc1ccc(N(C(=O)c2csnn2)C(C(=O)NC(C)(C)C)c2ccncc2)cc1 (stereo not drawn)	0	-2	-1.1%	2%	-4	7	3	-3%	-5%
O=C(CSc1ccc(Cl)cc1)N1CCCC1	3	-3	0.8%	7%	3	-4	1	-1%	0%
O=c1cc(N2CCN(c3ccc(F)cc3)CC2)[nH]c(=O)n1-c1cccc(Br)c1	0	-1	0.7%	-1%	2	-2	7	1%	-14%
C=CCNc1nc(C(=O)OCC(=O)c2ccc(OC)cc2OC)cs1	0	-4	-1.6%	-1%	7	7	-3	6%	-6%
Cn1c(SCc2nc3ccccc3c(=O)[nH]2)nnc1-c1ccco1	2	-6	2.0%	-3%	1	-8	3	-6%	-5%
Cc1ccc(N(C(=O)CCC(=O)Nc2cc(C)on2)C(C(=O)NC2CCCC2)c2cccs2)cc1 (stereo not drawn)	3	-5	-0.1%	-3%	-4	1	9	-8%	0%
COc1cccc(CNC(=O)c2ccc(NC(=O)N3CCCCc4ccccc43)cc2)c1	1	-3	2.9%	-2%	0	-2	-7	-5%	1%
O=P(c1ccccc1)(c1ccccc1)c1nc(-c2ccc(Cl)cc2)oc1N1CCOCC1	10	2	14%	1%	15	0	-3	-16%	4%
COc1ccc(-n2nc3c(c2NC(=O)CC(C)C)CS(=O)C3)cc1 (stereo not drawn)	1	-18	-1.8%	-2%	-6	-3	-8	3%	-1%
O=C(CSc1nc2ccccc2o1)NC(=O)NCc1ccco1	-1	-10	-1.4%	-2%	-6	0	3	-5%	-6%
COC(=O)c1ccc(SC)cn1	4	-7	2.1%	4%	-10	-4	-4	6%	-5%
O=S(=O)(Nc1ccc(S(=O)(=O)N2CCCCC2)cc1)c1ccc(Br)s1	7	-3	1.0%	-7%	-23	-5	4	-3%	-6%
Cc1ccc2[nH]c(=O)c(C(c3nnnn3Cc3ccccc3)N3CCc4ccccc43)cc2c1 (stereo not drawn)	1	33	3.1%	-4%	9	-5	3	-1%	0%
O=C(CCCc1c[nH]c2ccccc12)NCc1ccccc1F	3	-5&3	0.6%	1%	-8	-4	-2	-3%	0%
Cc1ccc(NC(=O)CSc2nc3ccc(NC(=O)COc4ccc(C)cc4)cc3s2)cc1	1	-2	1.5%	-2%	-26	1	15	-22%	-6%
CCO[C@H]1OC(C(=O)N2CCN(Cc3ccc4c(c3)OCO4)CC2)=C[C@@H](c2ccc3c(c2)OCO3)[C@@H]1CCCO	-5	1	-1.5%	-2%	16	0	-1	6%	-14%
Cc1cc(NC(=O)C2CCCCC2)nc2c1c(=O)oc1ccccc12	0	4	-0.2%	-6%	2	3	-2	-7%	3%
CCc1ccc(NC(=O)C(=O)NCCc2sc(-c3ccc(OC)c(OC)c3)nc2C)cc1	0	-11	2.3%	0%	9	-4	-3	-3%	3%
CC1(C)N=C(N)NC(Nc2cccc(Br)c2)=N1	3	-7	0.3%	-6%	-21	-10	-6	-16%	2%
NNC(=O)C1CCCn2c1nc1sc3c(c1c2=O)CCCC3 (stereo not drawn)	0	-7	0.8%	0%	-3	17	29	-9%	-1%
O=C(Nc1ccc(Br)cc1F)C1CCN(c2nnc(-n3cccc3)s2)CC1	-1	-2	-0.1%	-4%	11	x	4	-7%	-1%
O=C(O)c1cc(-c2ccc(Cl)cc2)n(-c2ccccc2)n1	7	-5	-0.4%	2%	11	0	-5	-18%	0%
COc1ccccc1NC(=O)c1ccc(NC(=O)COC(=O)c2cncc(Br)c2)cc1	x	-2	x	-3%	x	x	x	6%	-9%
CC1CC(C)CN(CCCNS(=O)(=O)c2ccc3c(c2)oc(=O)n3C)C1 (stereo not drawn)	16	-3	-3.8%	0%	0	4	-3	-4%	-1%

Other structures
SMILES	D1 agonist	LDHA block	RXFP1 agonist	Glioma ERSR ind	D1 antagonist	D1 potentiator	D2 potentiator	Vif-A3F inh	Vif-APOBEC3G blk
CCCS(=O)(=O)c1c(S(=O)(=O)CCC)c2cc(-c3ccncc3)ccn2c1C(=O)OC	2	0	1.8%	-2%	-7	-5	-11	0%	0%
O=C(CN1CCOCC1)N1c2ccccc2Sc2ccccc21	1	-1	-1.0%	-2%	1	2	11	-1%	-1%
Cc1cc(NC(=O)CCC(=O)N(CC(=O)NC2CCCC2)c2cccc(C)c2C)no1	x	-6	x	1%	x	x	x	-6%	0%
Nc1nnc(-c2ccco2)s1	2	1	-0.5%	-2%	0	-7	4	-1%	-6%
CC(C)NC(=O)C1CCC(Cn2c(=O)c3sccc3n(CC(=O)N3CCCC3)c2=O)CC1 (stereo not drawn)	1	-7	4.0%	-2%	5	-4	-3	-5%	-1%
CC(NC(=O)CCc1nnc(Cc2cccc(C(F)(F)F)c2)o1)C1CC1 (stereo not drawn)	1	0	0.1%	4%	-20	-2	x	2%	-5%
CCN(CC)CCCNc1ncnc2c1cnn2-c1ccc(C)c(C)c1	13	0	4.1%	-2%	-14	-2	0	-4%	-7%
COc1ccc2sc(N(Cc3cccnc3)C(=O)C3COc4ccccc4O3)nc2c1 (stereo not drawn)	9	-12	-0.4%	-2%	x	0	-1	3%	1%
CC(C)CCNC(=O)CSc1nnc(-c2ccc(S(=O)(=O)N3CCCC3)cc2)n1C	2	-2	2.2%	-4%	-3	8	5	0%	1%
CC1(C)NC(=O)N(CCCOc2ccc3c(c2)CCC3)C1=O	0	-1	-0.4%	1%	9	5	7	1%	0%
Cc1ccc(NC(=O)c2ccc(CNc3c(N4CCOCC4)c(=O)c3=O)cc2)cc1	0	-5	-0.4%	-1%	-5	0	-3	-2%	1%
N#C/C(=C\c1cccc(NC(=O)c2ccccc2Cl)c1)C(=O)NCCc1ccccc1	4	-2	-0.2%	u	-19	-5	7	-19%	-26%
O=C(CN1C(=O)NC2(CCCC2)C1=O)NNC(=O)c1ccc(Cl)cc1	1	-10	-0.7%	-4%	20	6	-11	2%	-2%
CCCC(=O)NC(=S)Nc1ccc(NC(=O)C(C)C)c(OC)c1	1	-1	0.2%	0%	-10	-1	1	1%	2%
Cc1ccc(CNC(=O)CN2C(=O)C3(SCC(=O)N3c3ccc(F)c(F)c3)c3ccccc32)cc1 (stereo not drawn)	-1	0	1.2%	6%	-1	3	5	7%	2%
O=C(NCc1cccnc1)C(C(=O)c1ccc(F)cc1)n1ccccc1=O (stereo not drawn)	3	-11	-0.9%	0%	-25	-1	-2	-8%	2%
CNC(=O)COc1ccc(Cl)c2cccnc12	-1	1	3.0%	-6%	4	3	1	-5%	-1%
O=C(CSc1nc2c(sc3ccccc32)c(=O)n1CCO)NCC1CCCO1 (stereo not drawn)	0	-4	2.8%	-1%	-11	-2	4	-2%	-3%
COc1ccc(-c2cc(-c3ccccc3)c(C#N)c(S(C)(=O)=O)n2)cc1	3	-5	3.1%	12%	-10	-5	12	-6%	0%
CC(C)(C)C(=O)[C@@H]1[C@@H]2C(=O)N(c3ccc4c(c3)OCCO4)C(=O)[C@@H]2C2c3ccccc3C=CN21 (stereo partly drawn)	0	19	0.0%	3%	-3	-2	10	-11%	-3%
CCCCS(=O)(=O)c1oc(-c2cccs2)nc1S(=O)(=O)c1ccccc1	4	9	2.8%	-12%	12	0	4	3%	-19%
COCC(=O)Nc1cccc(-c2ccc3nncn3n2)c1	4	1	5.9%	-5%	-4	-4	4	1%	-3%
COc1ccc(C2=C(Nc3ccccc3)c3ccccc3C2=O)cc1	4	-5	0.7%	-6%	-35*	-3	3	1%	1%
Cc1ccc(CNC(=O)CCNS(=O)(=O)c2cccs2)cc1	-1	-2	2.3%	-2%	-18	-5	-2	1%	-1%
COc1ccc2cc(CN(C)C(=O)CN3C(=O)NC4(CCCC4)C3=O)ccc2c1	x	1	x	-3%	x	x	x	-4%	1%

More compounds follow.
SMILES	D1 agonist	LDHA block	RXFP1 agonist	Glioma ERSR ind	D1 antagonist	D1 potentiator	D2 potentiator	Vif-A3F inh	Vif-APOBEC3G blk
COc1ccc(C(CNC(=O)c2ccc(Cl)s2)N2CCOCC2)cc1 (stereo not drawn)	1	-2&-6	-0.2%	-5%	23	-4	-7	-6%	0%
CCCCCN1CC(O)=C(c2nc(-c3ccc(Cl)cc3)cs2)C1=N	1	-1	3.8%	-2%	19	6	3	-6%	0%
COc1c(Cl)cc(C(=O)N(Cc2ccccc2F)C2CCS(=O)(=O)C2)cc1Cl (stereo not drawn)	0	-3	0.6%	0%	-1	-1	-1	-4%	0%
CN(CCOc1ccccc1)c1ccc(S(=O)(=O)N2CCCCC2)cn1	4	4	0.7%	-5%	-6	1	-5	-3%	2%
Cc1nnc(NC(=O)c2nn(CC(C)C)c(=O)c3ccccc23)s1	1	-1&-9	-2.2%	-1%	0	5	8	-3%	2%
Cn1c(Cn2c(=O)sc3ccccc32)nnc1SCC(=O)NC1CCCCC1	2	-13	0.6%	-1%	0	-4	-1	-13%	2%
CCOc1ccc(CNC(=O)c2ccc3c(c2)c(C)c(C)n3C)cc1	5	-10	-1.4%	2%	6	-3	-5	-9%	1%
Cc1cc(Cl)c(OCCCNCc2ccccc2)c(Br)c1	32*	-3	1.2%	-5%	29	3	-20	6%	0%

5 records picked at random from the list so far:
SMILES	D1 agonist	LDHA block	RXFP1 agonist	Glioma ERSR ind	D1 antagonist	D1 potentiator	D2 potentiator	Vif-A3F inh	Vif-APOBEC3G blk
Cc1nnc(NC(=O)c2nn(CC(C)C)c(=O)c3ccccc23)s1	1	-1&-9	-2.2%	-1%	0	5	8	-3%	2%
Cn1c(Cn2c(=O)sc3ccccc32)nnc1SCC(=O)NC1CCCCC1	2	-13	0.6%	-1%	0	-4	-1	-13%	2%
COc1c(Cl)cc(C(=O)N(Cc2ccccc2F)C2CCS(=O)(=O)C2)cc1Cl (stereo not drawn)	0	-3	0.6%	0%	-1	-1	-1	-4%	0%
CN(CCOc1ccccc1)c1ccc(S(=O)(=O)N2CCCCC2)cn1	4	4	0.7%	-5%	-6	1	-5	-3%	2%
Cc1cc(Cl)c(OCCCNCc2ccccc2)c(Br)c1	32*	-3	1.2%	-5%	29	3	-20	6%	0%
